Screening results from PubChem.
GSTO1 counter – GSTO1 inhibition, counter-screen for RBBP9 inhibitors; recombinant GSTO1, activity-based probe fluorescence polarization; inhibition, % at 5.96 µM; 300,000 tested, 1.1% active; AID 1974;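 active means inhibition above the campaign mean inhibition plus 3 SD, cut at about 35% in these data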;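 further: 0% = GSTO1-1 with DMSO and 100% = wells lacking GSTO1-1 enzyme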
PAFAH1B3 inh – blocks human PAF acetylhydrolase 1B catalytic subunit 3 | recombinant PAFAH1B3, FP-rhodamine probe, fluorescence polarization | inhibition, % at 3.39 µM | 340,000 tested, 0.28% active | AID 492972;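 active means inhibition above the screen-wide average of all tested compounds plus 3 SD, cut at about 25% in these data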;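 further: 0% = enzyme with DMSO only and 100% = wells lacking PAFAH1B3 protein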
Target sequence (Q15102 whole entry, looked up): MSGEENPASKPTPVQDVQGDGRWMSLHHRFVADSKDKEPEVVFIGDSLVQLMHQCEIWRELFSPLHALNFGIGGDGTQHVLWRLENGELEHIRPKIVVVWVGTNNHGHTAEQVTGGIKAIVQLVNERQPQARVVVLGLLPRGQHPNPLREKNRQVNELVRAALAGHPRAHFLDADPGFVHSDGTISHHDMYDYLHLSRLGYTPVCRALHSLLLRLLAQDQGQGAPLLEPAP
PAFAH1B2 inh – inhibitors of human PAFAH1B2 | P68402 | AID 492953 | 340,000 tested, 1.2% active | inhibition, % at 3.39 µM | recombinant PAFAH1B2, FP-rhodamine activity probe, fluorescence polarization;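 active means inhibition above the mean of all tested compounds plus 3 SD, cut at about 24% in these data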;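 further: 0% = enzyme with DMSO and 100% = wells lacking PAFAH1B2; many of its hits are not listed in these tables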
LYPLA1 inh – LYPLA1 (human) inhibition in PME1 counter-screen; inhibition, % at 5.9 µM; AID 2174; 320,000 tested, 0.16% active; recombinant LYPLA1, FP-Rh probe fluorescence polarization;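 active means inhibition above the mean of all tested compounds plus 3 SD, set per campaign, cut at about 14% in these data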;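 further: inhibitors block serine hydrolase probe labeling of LYPLA1 so polarization falls; 0% = enzyme with DMSO and 100% = wells lacking LYPLA1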
Target sequence (O75608 whole entry, looked up): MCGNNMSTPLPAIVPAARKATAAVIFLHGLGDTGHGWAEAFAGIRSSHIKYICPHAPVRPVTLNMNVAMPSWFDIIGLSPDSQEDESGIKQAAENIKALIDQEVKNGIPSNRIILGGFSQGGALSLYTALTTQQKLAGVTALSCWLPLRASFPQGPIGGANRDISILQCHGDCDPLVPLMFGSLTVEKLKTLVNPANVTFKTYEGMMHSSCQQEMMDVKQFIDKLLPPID
pPAFAH inh – inhibitors of human plasma PAF acetylhydrolase (pPAFAH) | recombinant pPAFAH, FP-rhodamine probe fluorescence polarization | AID 463082 | 330,000 tested, 1.5% active | inhibition, % at 3.39 µM | Q13093;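 active means inhibition above the mean inhibition across the screen plus 3 SD, cut at about 25% in these data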;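 further: inhibitors block binding of the rhodamine activity-based probe so polarization drops; 0% = enzyme with DMSO and 100% = wells lacking pPAFAH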
Target sequence (Q13093 whole entry, looked up): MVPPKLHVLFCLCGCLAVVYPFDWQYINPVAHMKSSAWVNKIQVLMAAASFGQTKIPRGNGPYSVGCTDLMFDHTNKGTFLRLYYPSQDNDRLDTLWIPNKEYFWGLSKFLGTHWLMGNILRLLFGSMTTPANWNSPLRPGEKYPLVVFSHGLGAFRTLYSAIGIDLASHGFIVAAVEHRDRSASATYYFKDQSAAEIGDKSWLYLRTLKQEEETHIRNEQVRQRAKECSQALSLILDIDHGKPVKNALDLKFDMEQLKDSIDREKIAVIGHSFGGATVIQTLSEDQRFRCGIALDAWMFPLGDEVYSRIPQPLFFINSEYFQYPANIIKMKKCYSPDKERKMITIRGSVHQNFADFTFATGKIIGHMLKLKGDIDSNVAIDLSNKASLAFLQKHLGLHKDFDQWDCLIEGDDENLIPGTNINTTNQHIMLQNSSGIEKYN
PAD4 FP inh – inhibitors of human PAD4 | inhibition, % at 6.36 µM | 330,000 tested, 0.41% active | recombinant PAD4, RCA probe fluorescence polarization;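 active means percent inhibition above a cutoff equal to the mean of all tested compounds plus 3 SD, cut at about 15% in these data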;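 further: 0% = PAD4 with RCA probe and DMSO and 100% = probe without PAD4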
PREPL inhibitor – inhibits the human prolyl oligopeptidase-like enzyme; Q4J6C6; recombinant PREPL, fluorescence polarization activity-based probe; inhibition, % at 5.96 µM; 320,000 tested, 0.68% active; AID 2751; in the data active means inhibition above about 43%;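 further: 0% = enzyme with DMSO and 100% = wells lacking enzyme; many of its hits are not listed in these tables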
LYPLA2 counter – blocks human lysophospholipase 2, a PME1 counter-screen. recombinant LYPLA2, FP-Rh probe fluorescence polarization. inhibition, % at 5.9 µM. 320,000 tested, 0.38% active;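 active means inhibition above the screen-wide mean plus 3 SD, limit set per campaign, cut at about 26% in these data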;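 further: 0% = LYPLA2 with DMSO and 100% = wells lacking LYPLA2 enzyme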
PME-1 primary – blocks human protein phosphatase methylesterase 1 | Q9Y570 | recombinant PME-1, FP-Rh probe fluorescence polarization | inhibition, % at 5.9 µM | 320,000 tested, 0.53% active | AID 2130;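 active means inhibition above the campaign mean of all compounds plus 3 SD, cut at about 26% in these data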;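 further: competitive labeling of PME-1 active site by serine hydrolase directed probe; 0% = PME-1 with DMSO and 100% = wells lacking PME-1 enzyme; inhibitors block probe labeling so polarization falls and inhibition rises; many of its hits are not listed in these tables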
* marks the source's active call; other numbers are inactive results; nt = not tested or not shown. An excerpt (hit frequency here may not be typical).

SMILES	GSTO1 counter	PAFAH1B3 inh	PAFAH1B2 inh	LYPLA1 inh	pPAFAH inh	PAD4 FP inh	PREPL inhibitor	LYPLA2 counter	PME-1 primary
CCN1CCN(c2nc(NCCO)c3ccccc3n2)CC1	0	0	3	-1	-1	1	5	-6	-2
CCOc1ccc(C(=O)Nc2cccc3cccnc23)cc1	2	15	3	0	-4	-3	7	0	-36
COc1ccc2c(c1OC)C(=O)N(c1ccc3c(c1)CCC3)C2=O	9	4	-1	-1	3	-1	17	3	-13
O=C(Nc1ccc2c(c1)OCCO2)c1cccc(S(=O)(=O)N2CCCCC2)c1	3	5	6	-3	3	2	3	1	-1
COc1ccc(OC)c(NC(=O)CSc2nc3ccccc3cc2Cc2ccccc2)c1	11	-3	2	-3	5	2	5	2	-2
Cc1ccc(S(=O)(=O)NCCc2nnc3ccc(SCC(=O)Nc4nc5ccccc5s4)nn23)cc1	8	nt	nt	-1	2	0	-3	-4	0
O=C(NN=C1CCCCCCC1)C(=O)NC1CCCCC1	0	5	1	0	-1	-5	0	-5	2
CCc1ccccc1NC(=O)c1ccc(NS(C)(=O)=O)cc1	0	nt	nt	0	5	-1	-4	1	-5
COC(=O)[C@H](Cc1ccccc1)NC(=O)N1CCCCC1C (some centres not stated)	-2	-3	2	0	6	0	4	4	0
CCN(CC)S(=O)(=O)c1ccc(NS(=O)(=O)c2cccc(C)c2)cc1	4	8	-2	1	7	-8	3	4	2
Cc1ccc(S(=O)(=O)/N=C(\Nc2cccc(C)c2)Nc2nc(C)cc(C)n2)cc1	1	3	4	3	-2	3	5	0	4
COc1ccc2[nH]cc(CCNC(=O)c3ccc([N+](=O)[O-])cc3)c2c1	8	7	4	-2	6	2	1	-4	5
O=C(COc1cccnc1[N+](=O)[O-])NCCc1ccc(Cl)cc1Cl	-3	-3	6	1	1	-2	10	3	-2
CCOC(=O)C1(Cc2ccccc2)CCCN(Cc2ccccn2)C1 (configuration not stated)	-3	5	1	-1	3	2	4	-1	-6
Cc1cccc(CN2CCN(c3ccccn3)CC2)c1	-3	9	3	-1	2	-3	8	1	-4
Cc1ccc(C(=O)OCC(=O)Nc2ccc(S(N)(=O)=O)cc2)c(O)c1	2	-2	0	-2	1	-3	-8	1	1
Cc1ccccc1C(=O)NC(=S)Nc1ccc(N2CCOCC2)cc1	2	2	-2	0	7	2	9	4	0
Fc1ccccc1N1CCN(c2nc3ccccc3n3nnnc23)CC1	8	-1	-1	-1	6	-5	36	1	9
COc1cccc(C(C(=O)NC2CCCC2)N(Cc2cccnc2)C(=O)Cc2cccs2)c1 (configuration not stated)	-6	-7	1	-3	-4	-5	5	6	-9
CCOc1ccccc1Nc1ncccc1C(=O)N1CCCC1	0	3	1	2	-2	0	-5	-2	-4
CC(C)(C)OC(=O)N1CCN(C(=O)c2[nH]cnc2C(=O)Nc2ccon2)CC1	nt	10	8	-5	0	-5	-3	0	3
CC1CCCN(CCC(=O)Nc2ccc(Br)cc2)C1 (configuration not stated)	4	4	1	-4	-6	-4	10	-9	-4
CCN1CCN(S(=O)(=O)c2ccc(S(=O)(=O)NCC3CCCO3)cc2)CC1 (configuration not stated)	8	0	2	1	-2	0	3	0	-3
Cc1ccc2nc(NC(=O)COC(=O)c3cccnc3)sc2c1	nt	10	7	nt	-4	-5	12	nt	nt
O=C(/C=C(\O)c1ccc(Cl)cc1)C(=O)NNC(=O)C(O)(c1ccccc1)c1ccccc1	6	8	19	-10	27*	-11	20	-7	-6
CC(=O)c1c(C)oc2ccc(N(C(C)=O)S(=O)(=O)c3ccc(Br)cc3)cc12	-1	6	19	-6	16	-6	-3	-3	-2
Cc1ccc(CNC(=O)c2ccc(CS(=O)(=O)c3ccccc3C)o2)cc1	6	3	18	-2	7	2	-6	-8	-6
CS(=O)(=O)N(CC(=O)NCCSCc1cccc(Cl)c1)c1ccccc1F	-6	8	7	-1	4	5	21	-3	6
Cc1cccc(NC(=O)CC2C(=O)NCCN2C(=S)Nc2ccccc2)c1 (configuration not stated)	-3	-1	1	-3	-1	0	-1	-2	-2
COc1ccc(C(CNC(=O)c2cccc(S(=O)(=O)N(C)c3ccccc3)c2)N2CCCC2)cc1 (configuration not stated)	nt	7	-2	0	8	-3	-26	2	-1
CCN(C(=O)Cn1c(=O)oc2ccccc21)c1c(N)n(Cc2ccccc2)c(=O)[nH]c1=O	nt	9	-1	1	3	-2	9	0	5
O=C(C1=C(O)C(=O)N(CCc2ccccc2)C1c1ccncc1)c1cc2ccccc2o1 (configuration not stated)	5	7	6	2	-3	-6	20	1	0
COc1ccc(CCNC(=O)c2c[nH]c3ccccc3c2=O)cc1OC	2	4	7	0	-4	0	3	3	-4
CCc1ccc(OCCSc2nc3ccccc3n2CCC(=O)O)cc1	1	-5	18	3	0	-4	6	7	-5
Cc1[nH]n(-c2ncc(-c3ccccc3)s2)c(=O)c1C(c1ccc(Br)cc1)C(C#N)C#N (configuration not stated)	9	11	2	-1	27*	1	6	5	2
CC(C)c1cc(Br)ccc1OCCN1C(=O)NC(C)(C)C1=O	8	2	-2	0	5	-4	-4	5	5
O=C(c1ccc(C(F)(F)F)n(Cc2ccc(Cl)cc2)c1=O)N1CCOCC1	-2	5	3	3	6	-3	21	-1	3
CN(C)C(=O)CSc1ncccc1-c1nc2ccccc2[nH]1	-2	2	1	0	3	-1	-3	-1	-8
Cc1cccc(Nc2nc(CC(=O)O)cs2)c1	-3	4	6	0	8	2	1	0	1
Cc1ccc(-c2cc3nc(-c4ccccc4)cc(N)n3n2)cc1	-2	8	-5	2	9	-4	7	-4	5
COc1ccc(NC(=S)NC(NC(C)=O)C(Cl)(Cl)Cl)c([N+](=O)[O-])c1 (configuration not stated)	3	5	2	0	-5	-3	-2	-6	-3
Cc1ccsc1/C=N/NC(=O)CNC(=O)c1ccc(S(=O)(=O)N2CCOCC2)cc1	5	5	-3	1	-1	4	10	-2	-3
COCc1[nH][nH]c(=O)c1C=NCC(=O)OC	5	-1	4	-3	3	-1	9	-1	6
COc1ccc(NC(=O)OCC(C)C)cc1OC	6	-1	5	2	-8	-2	7	-3	5
O=C(Nc1ccncc1)OCc1ccccc1	3	-3	-4	3	4	-3	-6	-1	-4
Cc1ccc(Sc2ccc(C(=O)N3CCOCC3)cc2[N+](=O)[O-])cc1	-1	9	4	-5	17	-2	6	2	11
CCOC(=O)COc1ccc2c(=O)c(-c3ccccc3OC)coc2c1	1	-4	-3	-1	14	-2	-3	0	-6
CC1CC(C)CN(C(=O)COC(=O)c2nn(C)c(=O)c3ccccc23)C1 (configuration not stated)	7	4	4	3	6	1	-7	6	4
CCCCS/C(N)=N/N=C/c1ccccc1O	-1	-2	7	2	5	4	5	5	4
CCN(CC)N=Nc1ccc(S(=O)(=O)N2CCSC2C(=O)O)cc1 (configuration not stated)	2	4	3	0	0	0	10	-2	1

The list goes on.
SMILES	GSTO1 counter	PAFAH1B3 inh	PAFAH1B2 inh	LYPLA1 inh	pPAFAH inh	PAD4 FP inh	PREPL inhibitor	LYPLA2 counter	PME-1 primary
CC(=O)NC(c1ccccc1)c1nc2ccccc2[nH]1 (configuration not stated)	-2	0	-10	-1	-4	-10	14	-2	-3
O=C(CSc1nnc2c(n1)[nH]c1ccc(F)cc12)OCc1ccccc1	-3	-4	4	1	2	2	-5	-3	-5
Cc1cc(C)n(-c2ccc(C(=O)OCC(=O)c3ccc(Br)s3)cc2)n1	8	4	2	-6	36*	-6	2	-1	-3
OC1CCCN(c2ncnc3c2nnn3Cc2c(F)cccc2Cl)C1 (configuration not stated)	9	0	2	2	3	-2	8	2	7
CC(=O)NN1C(=O)c2ccc3c4c(ccc(c24)C1=O)C(=O)N(NC(C)=O)C3=O	37*	10	-1	3	3	136*	14	5	-2
CC(=O)c1cc(CC(=O)N2CCc3c([nH]c4ccccc34)C2c2ccccn2)cs1 (configuration not stated)	8	4	-1	1	3	0	15	3	1
c1cncc(-c2nnc3n2C2(CCCCC2)Cc2ccccc2-3)c1	6	11	10	1	1	-2	7	-3	3
CCCCC(NC(=O)c1cccc(Br)c1)C(=O)O (configuration not stated)	-7	3	0	3	1	1	-4	3	-1
COc1ccc(NC(=O)CN(C)C(=O)Cc2c[nH]c3ccccc23)cc1	nt	2	-2	-4	2	0	9	-1	0
CCCCNC(=O)C1CCN(C(=O)C2CCN(S(=O)(=O)c3ccc(C)cc3)CC2)CC1	0	5	11	-2	3	-3	-2	2	-1

An excerpt from above in order of length of the SMILES, lowest first:
SMILES	GSTO1 counter	PAFAH1B3 inh	PAFAH1B2 inh	LYPLA1 inh	pPAFAH inh	PAD4 FP inh	PREPL inhibitor	LYPLA2 counter	PME-1 primary
CC(=O)NC(c1ccccc1)c1nc2ccccc2[nH]1 (configuration not stated)	-2	0	-10	-1	-4	-10	14	-2	-3
OC1CCCN(c2ncnc3c2nnn3Cc2c(F)cccc2Cl)C1 (configuration not stated)	9	0	2	2	3	-2	8	2	7
c1cncc(-c2nnc3n2C2(CCCCC2)Cc2ccccc2-3)c1	6	11	10	1	1	-2	7	-3	3
COc1ccc(NC(=O)CN(C)C(=O)Cc2c[nH]c3ccccc23)cc1	nt	2	-2	-4	2	0	9	-1	0
CCCCNC(=O)C1CCN(C(=O)C2CCN(S(=O)(=O)c3ccc(C)cc3)CC2)CC1	0	5	11	-2	3	-3	-2	2	-1

Later entries:
SMILES	GSTO1 counter	PAFAH1B3 inh	PAFAH1B2 inh	LYPLA1 inh	pPAFAH inh	PAD4 FP inh	PREPL inhibitor	LYPLA2 counter	PME-1 primary
O=C(NCC1CCCO1)c1cc(S(=O)(=O)N2CCOCC2)ccc1Cl (configuration not stated)	-1	6	1	-3	0	-5	3	-6	-4
Cc1ccc(S(=O)(=O)N2CCN(C(=O)CCn3nc(C)c(C)c3C)CC2)cc1	4	3	1	3	1	4	30	-8	1
O=Cc1cccn1-c1cccc([N+](=O)[O-])c1	7	2	2	1	6	1	6	-3	0
O=C(COc1cc(Cl)c(Cl)cc1Cl)NCCN1CCOCC1	2	0	1	3	1	-1	19	3	2
Cc1cccc(C)c1NC(=O)c1nc(S(=O)(=O)Cc2ccccc2)ncc1Cl	-14	1	3	0	9	-2	5	8	-4
CCC(Oc1ccccc1)C(=O)N(Cc1ccccc1)c1ccccn1 (configuration not stated)	20	1	1	0	-4	3	4	1	0
O=C(Nc1nc(-c2ccccc2)cs1)C1CCCN(S(=O)(=O)c2ccccc2)C1 (configuration not stated)	14	-22	-15	-26	-10	1	-17	-58	-43
CCCn1c(SCC(=O)N(CC)CC)nnc1-c1ccncc1	4	13	-1	1	2	-3	4	-1	0
COCCNC(=S)N1CCCC(CO)C1 (configuration not stated)	8	11	-4	0	0	-2	5	-2	1
Cc1ncoc1C(=O)NCc1ccccc1Cl	-2	4	3	1	6	5	1	6	-1
CN(CC(=O)Nc1cccc(F)c1)C(=O)CN1C(=O)C2CC=CCC2C1=O (configuration not stated)	6	9	-2	-4	3	-2	-4	-2	-1
CC(C)=C(NC(=O)c1ccco1)C(=O)NCCc1nc2ccccc2[nH]1	2	1	4	-1	6	-2	-3	-2	1
Cc1ccc(OCc2nnc(SCc3cc(=O)[nH]c4ccccc34)o2)cc1	5	4	11	0	1	-5	-30	5	5
Cc1cc(-c2nc3cccnc3s2)ccc1NS(=O)(=O)c1cccs1	7	2	8	1	33*	0	-6	1	4
Cc1ccnc(NS(=O)(=O)c2ccc(NC(=O)c3ccc(Br)o3)cc2)n1	7	6	-5	6	6	-5	2	4	0
COc1ccc(NC(=O)Nc2cccc3c2O[C@H](CN(C)S(C)(=O)=O)[C@@H](C)CN([C@H](C)CO)C3=O)cc1	nt	1	-1	nt	-3	-2	19	nt	nt
